Compound activity deposited in PubChem BioAssay by several laboratories.
MsrA inh: inhibitors of bovine MsrA; purified bovine MsrA, absorbance read-out; inhibition, % at 15.5 µM; 360,000 tested, 0.75% active; AID 651718; in the data active means inhibition above about 4.5%;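 further: 0% = vehicle wells with enzyme and 100% = reference inhibitor wells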
STEP block: blocks human striatal-enriched tyrosine phosphatase | recombinant STEP, OMFP fluorogenic substrate, fluorescence | inhibition, % at 20 µM | P54829 | 360,000 tested, 0.25% active;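 active means inhibition at 20 µM, scaled per plate between control wells, above about 37%, limit read from the data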;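 further: 0% = DMSO with enzyme and substrate and 100% = substrate only without enzyme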
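System: STEP phosphatase, cell-free reaction; Buffer or medium: Bis-Tris pH 6.0 buffer with DTT, detergent; Incubation: 20 min at room temperature, dark; Measured by: fluorescence, 480/540 nm.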
Rpn11 inh: inhibitors of human proteasome Rpn11; human 26S proteasome, Ub4-pepOG fluorescence polarization; 20S core pre-blocked with epoxomicin; calls only at 20 µM; 360,000 tested, 0.59% active;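 active means inhibition at 20 µM, scaled to each plate's controls, above about 33%, limit read from the data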
Target sequence (O00487 whole entry, looked up): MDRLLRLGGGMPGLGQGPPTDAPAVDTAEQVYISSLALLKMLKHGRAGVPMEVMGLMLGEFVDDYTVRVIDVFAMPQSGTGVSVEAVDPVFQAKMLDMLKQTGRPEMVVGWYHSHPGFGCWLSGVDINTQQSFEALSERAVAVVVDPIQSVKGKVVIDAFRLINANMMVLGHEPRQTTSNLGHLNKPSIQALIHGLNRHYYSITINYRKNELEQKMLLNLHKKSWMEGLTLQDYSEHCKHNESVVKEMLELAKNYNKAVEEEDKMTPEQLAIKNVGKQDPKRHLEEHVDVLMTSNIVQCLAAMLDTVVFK
Tb MetRS inh: blocks T. brucei methionyl-tRNA synthetase activity; purified T. brucei MetRS, ATP depletion, Kinase-Glo luminescence; inhibition, % at 11.9 µM; 360,000 tested, 0.4% active; AID 624268;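 active means inhibition above a per-plate cutoff of the control wells' mean inhibition plus 3 SD, cut at about 5.5% in these data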;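 further: 0% = DMSO wells median and 100% = median of wells with control inhibitor compound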
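Test system: purified T. brucei MetRS enzyme. Also added: ATP, methionine and E. coli bulk tRNA substrates. Compound: 11.9 µM single point. Schedule: 15 min enzyme-compound preincubation, 2 h reaction, 10 min detection, 25 °C. Signal: luciferase luminescence of residual ATP, Kinase-Glo. Evaluation: percent inhibition versus plate control medians. Controls: DMSO wells, low control.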
Scp-1 inhibitor: Scp-1 (human) phosphatase inhibition; inhibition, % at 20 µM; Recombinant Scp1, phosphopeptide, malachite green phosphate absorbance; 340,000 tested, 0.88% active; Q9GZU7; AID 493091;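 active means inhibition above about 50% at 20 µM, limit read from the data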;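 further: plate controls were DMSO wells with enzyme for no effect and wells lacking enzyme for full effect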
Target sequence (Q9GZU7 76-261 limits assumed): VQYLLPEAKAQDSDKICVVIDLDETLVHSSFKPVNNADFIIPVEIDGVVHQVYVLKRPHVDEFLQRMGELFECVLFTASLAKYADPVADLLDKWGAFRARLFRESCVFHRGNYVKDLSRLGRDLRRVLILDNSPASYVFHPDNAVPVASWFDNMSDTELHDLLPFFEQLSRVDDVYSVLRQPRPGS
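System: SCP-1 catalytic domain; Reagent: Phospho 17-mer peptide substrate; Doses: one concentration, 20 µM, with 1.0% DMSO; Incubation: 45 min room-temperature reaction, 5 min colour, 30 min stabiliser; Signal: Phosphate-binding colour reagent, absorbance read at 630 nm.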
SUMO1-SIM PPI: SUMO1-SIM interaction modulation; AID 602429; 360,000 tested, 0.33% active; inhibition, % at 20 µM; SUMO1 binding to a labelled peptide, TR-FRET, 1 h; in the data active means inhibition above about 37%
Target sequence (P63165 whole entry, looked up): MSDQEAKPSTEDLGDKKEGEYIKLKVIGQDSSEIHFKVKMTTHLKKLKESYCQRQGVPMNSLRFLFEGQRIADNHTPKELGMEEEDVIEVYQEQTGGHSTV
LMPTP inh: blocks human LMPTP phosphatase | P24666 | recombinant LMPTP-A, OMFP fluorogenic substrate, fluorescence intensity | inhibition, % at 20 µM | 360,000 tested, 0.22% active;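 active means compounds that cut the enzyme signal by at least half of the control window in the single-dose screen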;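 further: plate controls were DMSO wells with enzyme plus substrate for no effect and substrate without enzyme for full effect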
Target sequence (P24666 whole entry, looked up): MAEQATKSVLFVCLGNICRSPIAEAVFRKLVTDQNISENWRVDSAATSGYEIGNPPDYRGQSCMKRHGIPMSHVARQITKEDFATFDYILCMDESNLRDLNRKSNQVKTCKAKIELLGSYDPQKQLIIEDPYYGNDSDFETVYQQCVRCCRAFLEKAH
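Test system: LMPTP-A, protein tyrosine phosphatase of low molecular weight; Input: 0.625 nM enzyme; Incubation: 50 min dark incubation at room temperature; Signal: endpoint fluorescence intensity from OMFP dephosphorylation; Read-out basis: % inhibition versus control wells.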
DNMT1 inh: inhibitors of human DNMT1 | P26358 | DNMT1 molecular beacon, Hinp1I cleavage, fluorescence | inhibition (reported as % activation of signal), % at 10 µM | 360,000 tested, 0.83% active | AID 588458; in the data active means inhibition above about 50%
CSN inh: CSN deneddylation inhibition; inhibition, % at 12.5 µM; Purified CSN, SCF-Nedd8-OG deneddylation, fluorescence polarization; 360,000 tested, 0.38% active; AID 651999;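 active means pattern-corrected inhibition above about 35%, with an unprinted fluorescence ratio check between 0.5 and 1.5, limit read from the data, passing the limit was not always enough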;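 further: 0% = enzyme with substrate and 100% = substrate without enzyme; some results filed as inactive read as strong as hits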
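Assay system: HEK293T-derived human Csn5 enzyme; quantity: 0.24 nM enzyme; medium: Tris/NaCl/DTT buffer, pH 7.5; also added: substrate SCFSkp2-Nedd8OG, 10 nM; doses: 12.5 µM compound; schedule: 90 min reaction at room temperature; signal: FP; read-out: % inhibition of substrate cleavage by Csn5; benchmarks: substrate-only high control, full reaction low control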
NadD inh: inhibitors of Staphylococcus aureus NadD; purified NadD enzyme, colorimetric absorbance read-out; inhibition, % at 20 µM; 360,000 tested, 0.78% active; AID 602399; in the data active means inhibition above about 26%; further: some compounds past the cut are filed as inactive
Numbers without * were called inactive; i = inactive; x = no result given.

Values run as follows: Scp-1 inhibitor, LMPTP inh, MsrA inh, DNMT1 inh, Tb MetRS inh, NadD inh, SUMO1-SIM PPI, Rpn11 inh, STEP block, CSN inh
1: CCS(=O)(=O)c1ccc(O)c(NC(=O)/C=C/c2ccccc2)c1
→ -8.3, 2.0, 3.6, 2.5, 0.2, -2.6, -5.9, i, 0.2, -6.1
2: COc1ccc(NC(=O)CCS(=O)(=O)c2ccc3c(c2)oc(=O)n3C)cc1OC
→ -5.2, 0.4, -1.6, 1.2, 0.2, -6.3, -2.5, i, -1.4, -4.1
3: CCN(CC)c1nc(NN)nc(Nc2ccc(C)c(Cl)c2)n1
→ -3.8, 0.0, 0.4, -4.4, 0.0, 9.6, 10.5, i, -0.8, 3.5
4: CCC(Sc1nc2n[nH]c(C)c2c(=N)n1-c1cc(Cl)ccc1C)C(=O)N1CCOCC1 (centres undefined)
→ -1.8, -13.9, 0.9, -4.0, -0.7, 1.6, 4.3, i, -2.4, 0.7
5: CCCNC(=O)Cn1cnc([N+](=O)[O-])n1
→ -5.3, -1.9, 1.9, 4.5, 0.7, -1.6, -4.3, i, 0.6, 17.1
6: COc1cccc(N/N=C/c2cccc(Br)c2O)c1
→ -12.3, 2.6, 0.5, 14.6, 0.2, -3.1, -3.4, i, 1.0, 6.1
7: Cc1ccc(C)c(SCC(=O)Nc2ccc(S(=O)(=O)Nc3ncccn3)cc2)c1
→ -2.5, 0.4, 0.5, 6.5, -0.6, -2.7, 6.9, i, -0.8, 0.8
8: Cc1ccc(-c2nc(-c3ccccn3)no2)cc1
→ -9.3, -1.4, 2.4, 1.1, -4.5, 0.4, -1.9, i, 3.6, 5.6
9: Cc1c(Cl)cccc1NC(=S)NCC(O)c1ccccc1 (centres undefined)
→ 2.4, -1.2, 1.4, 1.6, 0.4, -1.1, -0.3, i, 2.6, -0.9
10: CCOC(=O)N1CCC(NC(=O)C2CCN(S(=O)(=O)N3CCC(C)CC3)CC2)CC1
→ -9.7, -0.4, x, 0.6, -0.6, 2.4, -1.6, i, -3.6, 2.6
11: COc1ccc(CNC(=O)C2CCN(C(=O)c3sccc3-n3cccc3)CC2)cc1
→ -1.4, -0.8, -0.3, -1.5, -0.4, 2.7, -3.8, i, -0.2, -2.3
12: CC(C)(C)c1ccc(C(=O)Nc2ccccc2NC(=O)c2ccco2)cc1
→ -6.2, 0.6, -0.4, -3.4, -0.4, -3.4, -2.6, i, 0.7, 2.1
13: O=C(CN1C(=O)NC2(CCCCCC2)C1=O)NCc1ccc(F)cc1
→ -2.7, 1.5, 0.4, -0.4, -0.2, -0.4, 1.1, i, -0.8, -2.7
14: O=C(COC(=O)c1cccc(Cl)c1)NCCN1C(=O)CSC1=O
→ -5.2, 0.3, 1.9, 9.1, -1.4, -1.0, -2.2, i, 2.7, -1.0
15: Cc1ccc(OCC(=O)N2CCN(S(C)(=O)=O)CC2)cc1
→ -23.0, -1.6, -0.8, 0.7, 0.1, -5.7, -2.4, i, 1.7, -4.4
16: O=C(Cn1nnc2ccccc21)NC1CCCCC1
→ -0.7, -0.7, -0.7, 8.8, -0.4, -0.4, 1.2, i, 2.1, 3.3
17: COc1ccc(CNc2ccc3c(c2)ncn3C)cc1OC
→ -11.5, -1.3, -1.1, 1.9, -0.1, -1.5, 0.6, i, 0.6, -5.4
18: O=S(=O)(Nc1cccc(-n2cnnn2)c1)c1ccc(Cl)nc1
→ -4.7, -1.9, -0.1, -0.8, 0.4, -9.8, 21.9, i, 1.8, 3.7
19: Cc1ccc2nsnc2c1NC(=O)c1ccc([N+](=O)[O-])o1
→ -2.3, -0.6, x, 0.8, -0.5, 5.0, -36.0, i, -0.1, -6.2
20: CCCc1cc(C(=O)Nc2cccc([N+](=O)[O-])c2)cs1
→ -2.0, 0.6, -0.5, 4.9, -0.2, -10.2, -24.9, i, -1.6, 0.2
21: O=C(Nc1ccccc1)C1Cc2c(-c3ccc4c(c3)OCO4)ccnc2O1 (centres undefined)
→ x, 1.1, 0.7, 5.2, 0.1, 0.1, 4.6, i, -2.6, -0.3
22: O=C(N/N=C/c1ccncc1)C1CC1C(=O)N/N=C/c1ccncc1 (centres undefined)
→ -2.7, -1.1, 0.5, -4.1, 0.1, -6.8, -8.1, i, -4.6, -7.1
23: CC(C)C(NS(=O)(=O)c1ccc2c(c1)oc(=O)n2C)C(=O)N1CCN(c2ccccc2F)CC1 (centres undefined)
→ -9.1, 0.4, 0.5, -4.1, -0.4, 3.2, 3.5, i, -1.1, -7.8
24: Cc1ccc(Oc2ccc(S(=O)(=O)N3CCOCC3)cc2C(N)=O)cc1C
→ -4.8, -1.0, -0.7, -0.8, -0.3, -3.9, -0.6, i, -0.9, 7.9
25: COc1ccc(CCNC(=O)c2c[nH]c3ccccc3c2=O)cc1OC
→ -3.4, 0.3, -0.8, -0.8, 1.3, -2.6, 3.5, i, -1.0, 1.6
26: COc1ccc(OC)c(NS(=O)(=O)c2c(C)nc3sccn3c2=O)c1
→ -9.8, 0.4, 2.2, -2.6, -0.3, 1.0, 2.5, i, 0.7, 0.7
27: CC(=O)OCC(=O)[C@@]1(O)CC[C@H]2[C@@H]3CCC4=CC(=O)C=C[C@]4(C)[C@H]3C(=O)C[C@@]21C
→ -1.1, -2.5, -0.3, 2.3, -0.1, -1.7, 1.2, i, -2.9, 1.9
28: O=C(COc1ccc(F)cc1)OCCN1CCOCC1
→ -11.9, -1.8, -0.3, 1.3, -1.2, -3.2, 0.7, i, 5.7, 2.3
29: CCc1cccc(CC)c1NC(=O)COC(=O)CC1c2ccccc2CCN1S(=O)(=O)c1ccc(F)cc1 (centres undefined)
→ -4.1, 2.3, 0.8, -5.9, -0.2, -6.7, 2.5, i, -2.1, -2.6
30: Cc1ccc(NC(=O)CCC(=O)N/N=C/c2cccnc2)cc1
→ -2.8, -1.0, 1.4, 1.8, -0.9, -3.0, -4.0, i, -2.8, -2.7
31: CCc1cc(=O)oc2cc(C)cc(OCC(=O)NC(Cc3c[nH]c4ccc(O)cc34)C(=O)O)c12 (centres undefined)
→ 25.8, 0.6, 0.3, 3.6, 6.6*, 3.9, 6.1, i, 3.2, -0.9
32: Cc1ccc(C2=N/C(=C/c3cccs3)C(=O)N2Nc2ccccc2)cc1
→ -6.8, 3.9, 2.5, -7.4, -1.0, 15.8, -6.9, i, 2.4, 2.3
33: CCn1cc(S(=O)(=O)CC(=O)N2CCc3ccccc32)c2ccccc21
→ -3.9, -0.6, 0.9, -1.7, -0.5, -4.2, -0.1, i, 1.6, -0.9
34: CCOC(=O)C1CCN(C(=O)COC(=O)c2ccc3c(c2)C(=O)N(c2ccc(OCC)cc2)C3=O)CC1
→ -10.5, 1.5, 0.9, -1.5, 0.4, -1.7, -23.2, i, -1.1, -2.5
35: Cc1c(C)n(CCc2ccccc2)c2ncnc(NCCCN(C)C)c12
→ 0.1, 1.6, 0.1, 0.1, -0.5, -14.0, 5.6, i, -0.2, -2.0
36: CC(C)CCNC(=O)CN(CCCN1CCOCC1)C(=O)Cn1nnc(-c2ccc(F)cc2)n1
→ -2.7, -2.3, -0.1, 1.8, -1.1, -3.5, -0.3, i, -1.8, 1.4
37: CC(C)(C)c1ccc(NC(=O)Nc2ccc3ccccc3n2)cc1
→ 3.5, 2.0, 1.2, 7.5, -0.6, 5.9, -2.8, i, 0.5, -7.8
38: COC(=O)N/N=C/c1ccccc1
→ -9.6, -1.3, -0.3, 0.3, -0.1, -3.6, 1.3, i, 1.6, -2.7
39: Cc1ccc(CN2CCC(n3nccc3NC(=O)C3CCOC3)CC2)cc1 (centres undefined)
→ -9.2, -1.3, 1.0, 2.6, 0.4, -2.9, 1.4, i, -0.2, -4.4
40: COC(=O)c1nnc(-c2ccccc2)c(-c2ccccc2)n1
→ -5.3, -1.5, 1.1, 1.0, 0.4, -1.7, 0.0, i, -3.5, -1.2
41: CCCCN(C(=O)CSCC(=O)Nc1ccc(OC)cc1)c1c(N)n(CC(C)C)c(=O)[nH]c1=O
→ -3.8, -0.2, 1.1, -1.8, -0.4, 0.2, 4.3, i, 1.0, -0.5
42: Cc1ccc(S(=O)(=O)n2nc(OC(=O)c3ccccc3F)cc2N)cc1
→ -15.1, 0.0, -0.4, 2.7, -0.2, 0.6, 4.8, i, -2.5, 2.5
43: COCCCNc1ncnc2sc3c(c12)CCC(C)C3 (centres undefined)
→ 0.8, 0.0, -0.6, 1.8, -1.2, 0.6, -1.8, i, -0.5, -5.7
44: COc1cccc(/C=N/NC(=O)c2csc(-n3nc(C)cc3C(F)(F)F)n2)c1
→ -8.0, 0.5, 1.2, -6.5, -0.8, -2.0, -2.6, i, -2.2, -3.5
45: O=C1NC(=O)C2(COC(c3cccnc3)OC2)S1 (centres undefined)
→ -4.0, -1.6, 1.7, 1.2, -1.1, 0.1, 1.2, i, -1.9, -2.5
46: Cc1ccc(NC(=O)NNC(=O)c2sccc2-n2cccc2)cc1
→ -3.5, -1.7, -0.6, 3.4, -0.7, -7.5, 1.4, i, -0.2, 1.8
47: C[C@]1(C(=O)O)Cc2oncc2C[C@@H]1C(=O)O
→ -5.1, -1.2, -1.5, 8.4, 0.1, -6.4, -3.9, i, -4.4, 3.3
48: CCOC(=O)C(=CN(CCc1ccccc1)CC(=O)OC)C(=O)OCC
→ -5.9, 1.1, -0.1, -0.3, 0.5, -1.8, -2.6, i, -1.7, 4.3
49: COC(=O)c1c(NC(=O)CN2CCN(C(=O)c3ccco3)CC2)c2c(C)cccc2n1C
→ -2.2, 0.5, 0.3, 1.1, -0.3, 1.4, -5.2, i, 0.8, -1.5
50: Cc1cn([C@H]2C[C@H](O)[C@@H](/C=C/C(=O)NCc3ccc(N(C)C)cc3)O2)c(=O)[nH]c1=O
→ x, -1.7, -0.9, 3.2, -0.6, -3.4, 0.4, i, -2.5, -0.7
